# Screens: PubChem BioAssay, Broad Institute
# FN deposition inh = inhibitors of fibronectin matrix deposition, primary screen, AH1F cells, Alexa488-fibronectin fluorescence, plate reader; AH1F fibroblasts, overnight; AID 743247, 2014; inhibition, % at 12.6 µM; hit rate 0.086% among 350,000;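 active = mean inhibition across replicates of 30% or more, regardless of how many single replicates reach that level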;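 note: positive control wells lacked labelled fibronectin entirely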
#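 test system = AH1F fibroblasts assembling fluorescent fibronectin matrix | quantity = 10000 AH1F cells per well | buffer or medium = DMEM plus 2% serum, read in PBS | doses = single dose, pinned | incubation = 1 h cell attachment, overnight exposure to compound and label | detection = fluorescence at 485 nm excitation, 525 nm emission | read-out basis = inhibition from reduced deposited-fibronectin fluorescence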
# XiGFP reactiv = activators of inactive X chromosome reactivation, primary screen, imaging, XiGFP fibroblasts, GFP high-content imaging, set 2; XiGFP mouse fibroblasts, % GFP-positive cells imaging, 3 d; cells co-treated with 5-aza-dC sensitizer; scaled so ellipticine positive control = 100%; activation, % at 7.58 µM; hit rate 0.055% among 360,000; AID 743238, 2013;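 active = mean normalized replicate activation at least 10% and every replicate at or above 10%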;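 note: 0% = median of on-plate neutral control wells and 100% = ellipticine 6 µM median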
#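 Material: SV40-immortalized XiGFP fibroblast cells, line 68-5-11 | Buffer or medium: DMEM containing 5-aza-dC | Dosing: One concentration, pinned | Times: 3 d treatment, 15 min room-temperature fixation | Controls: Ellipticine 6 µM positive control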
# EWS-Fli inh = EWS/Fli-driven NR0B1 reporter inhibitors, primary screen, A673 cells, NR0B1 luciferase, luminescence, MLPCN library; viability-normalised; inhibition, % at 12.6 µM; AID 651661, 2012; hit rate 0.67% among 350,000;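 active = mean inhibition of at least 50% after viability correction, with every replicate also passing that limit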;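 note: firefly luciferase signal divided by Alamar Blue viability fluorescence both relative to DMSO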
# E-selectin induc = E-selectin induction in HUVECs, primary screen, imaging, HUVEC, immunofluorescence imaging, single point; P16581; normalized: neutral wells 0, TNF-alpha wells 100; activation, % at 7.58 µM; hit rate 0.37% among 260,000; AID 686992, 2013;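 active = mean E-selectin-positive cell signal at least 10% of the positive control, reached in at least 60% of replicates, without over 20% cell loss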;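 note: in these data hits start at about 27%; measured in HUVEC primary endothelial cells; signal is the percent of cells scored E-selectin positive by PE staining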
#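 Test system – human umbilical vein endothelial cells (HUVEC), E-selectin induction · Input – 3,000 HUVEC seeded per well · Buffer or medium – EGM-2, gelatin · Compound dosing – single-point compound dose · Detection – immunofluorescence imaging · Measure – percent E-selectin-positive cells · Controls – TNF-alpha high, DMSO low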
# S100A4 inh HTS = inhibitors of S100A4-myosin IIA peptide binding, primary screen, biochemical, fluorescence polarization, TAMRA-MyoIIA peptide | hit rate 0.14% among 360,000 | inhibition, % at 10.7 µM;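 active = mean inhibition of at least 70% across replicates, with every replicate also reaching that level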
# Target sequence (P26447 whole entry, looked up): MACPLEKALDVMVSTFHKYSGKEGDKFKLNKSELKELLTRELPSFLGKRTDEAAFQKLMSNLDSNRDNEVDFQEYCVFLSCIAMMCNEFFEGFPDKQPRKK
#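 Material: S100A4 monomer (human). Medium: Calcium-containing HEPES buffer, pH 7.2. Probe or stimulus: labelled myosin peptide probe, 5 nM. Compound dosing: one concentration per compound. Timing: polarization read 5 min after assay mix addition, stable 5–60 min. Benchmarks: DMSO as neutral control, TFP as positive control.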
# RAD52 anneal inh = RAD52 DNA annealing inhibitors, primary screen, biochemical, FRET, single point, set 2 | hit rate 0.46% among 360,000 | recombinant RAD52 DNA annealing, FRET fluorescence | DNA repair protein RAD52 homolog (Homo sapiens), P43351 | AID 651710, 2012 | inhibition, % at 18.7 µM;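 active = every replicate showing at least 50% inhibition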
# RAD54 branch = inhibitors of human RAD54 branch migration, primary screen, biochemical, fluorescence, single point. hit rate 0.14% among 360,000. inhibition, % at 10.4 µM. RAD54 Holliday junction branch migration, FAM/BHQ fluorescence;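 active = mean normalized replicate activity at least 40 and at least half of replicates scoring 40 or more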;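 note: 0% = median of neutral control wells and 100% = median of positive control wells; inhibitors cause a drop in the FAM fluorescence signal; in these data hits start at about 50%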
# Target sequence (Q92698 whole entry, looked up): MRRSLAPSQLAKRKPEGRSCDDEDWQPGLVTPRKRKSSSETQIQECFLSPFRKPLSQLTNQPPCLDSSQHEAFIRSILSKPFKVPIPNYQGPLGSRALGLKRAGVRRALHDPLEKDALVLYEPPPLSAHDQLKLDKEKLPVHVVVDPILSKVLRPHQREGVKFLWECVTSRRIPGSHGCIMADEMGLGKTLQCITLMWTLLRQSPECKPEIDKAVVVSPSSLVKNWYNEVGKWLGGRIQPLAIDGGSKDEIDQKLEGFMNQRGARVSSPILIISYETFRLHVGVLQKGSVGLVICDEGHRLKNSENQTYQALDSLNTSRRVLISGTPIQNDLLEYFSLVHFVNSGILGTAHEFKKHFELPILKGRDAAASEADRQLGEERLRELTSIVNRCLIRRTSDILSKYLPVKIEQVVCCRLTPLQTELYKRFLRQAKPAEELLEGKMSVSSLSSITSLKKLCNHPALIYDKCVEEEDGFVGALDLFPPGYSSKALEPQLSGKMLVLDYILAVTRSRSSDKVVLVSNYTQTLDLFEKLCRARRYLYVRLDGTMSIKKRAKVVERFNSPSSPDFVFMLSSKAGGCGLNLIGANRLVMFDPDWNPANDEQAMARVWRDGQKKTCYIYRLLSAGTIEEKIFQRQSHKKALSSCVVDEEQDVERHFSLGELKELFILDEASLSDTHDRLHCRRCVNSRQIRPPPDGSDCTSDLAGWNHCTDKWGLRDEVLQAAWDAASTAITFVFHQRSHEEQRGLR
# esBAF inh = Bmi1 luciferase reporter increase in mESCs, primary screen, esBAF inhibitor project, mouse ES cells, Bmi1 luciferase knock-in, single point | 24 h; 100% = twice the neutral-well signal | reporter increase, % at 12.5 µM | hit rate 2% among 350,000 | AID 602393, 2012; in the data active = activation above about 40%;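 note: 0% = median of the plate's neutral control wells and 100% = double that signal; a rise in the Bmi1 reporter signal indicates esBAF inhibition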
# * = called active by the depositor; . = no result given.
SMILES,FN deposition inh,XiGFP reactiv,EWS-Fli inh,E-selectin induc,S100A4 inh HTS,RAD52 anneal inh,RAD54 branch,esBAF inh
CCCn1nnc(NC(=O)/C=C/c2cc(Br)ccc2OC)n1,-11,0.0,-3,-0.6,0,-21,-4,6
CCOC(=O)C1CCCN(c2c(NCC3CCCN3CC)c(=O)c2=O)C1 (stereo not given),2,0.2,-3,0.1,-8,-2,2,1
Nc1nc(SCc2ccccc2)c2ncn(Cc3ccccc3)c2n1,.,0.2,-10,-1.4,1,-42,-2,35
COc1ccc(S(=O)(=O)Nc2ccc3c(c2)C(=O)N([C@@H](C)CO)C[C@@H](C)[C@H](CN(C)Cc2ccccc2)O3)cc1,.,-1.0,-2,-0.1,1,4,-2,-4
Cc1ccc(NC(=O)c2ccc3c(c2)[nH]c(=O)n3C(C)C)cc1,3,0.1,-19,.,-5,-8,.,17
CCCN(CCC)C(=O)C1CCC(CNS(=O)(=O)c2cccc3nsnc23)CC1 (stereo not given),-2,0.1,.,.,-6,-2,-7,2
C[C@@H]1CN([C@H](C)CO)C(=O)c2cccc(NS(C)(=O)=O)c2O[C@@H]1CN(C)C(=O)Nc1cccc2ccccc12,.,0.2,.,91*,-81,2,-10,-5
COc1ccc(S(=O)(=O)N(C)C[C@@H]2Oc3ccc(NC(=O)Nc4ccccc4)cc3CC(=O)N([C@H](C)CO)C[C@@H]2C)cc1,.,0.3,3,0.2,-3,-6,18,4
CCc1nc2c(OCC(=O)C(C)(C)C)cccn2c1N(C)C(=O)CC(C)C,11,0.2,-5,0.0,-2,-6,7,12
CC(=O)N1[C@H](CN(C(=O)c2ccc(F)cc2)C(C)C)[C@H](c2ccccc2)[C@@H]1CO,3,0.0,-2,0.1,10,0,-1,0
Cc1ccc(NC(=O)c2ccc(NS(=O)(=O)c3ccc4[nH]c(=O)[nH]c4c3)cc2)nc1,6,0.2,1,.,-3,-10,.,.
CCN(C(=O)CSc1n[nH]c(N)n1)C1CCCCC1,-10,0.0,8,-0.7,1,-2,-1,-3
CC(C)(C)C(=O)CSc1ncccn1,0,0.1,-13,2.2,1,-6,-4,-3
O=C(Nc1ccc(F)cc1)N[C@@H]1CC[C@H](CCNC(=O)c2ccccc2F)O[C@H]1CO,.,0.0,1,-0.4,15,-10,.,.
Cc1cc(N2CCN(C)CC2)nc2ccc(NC(=S)NCc3cccs3)cc12,5,-0.1,7,.,5,63*,38,.
Cc1noc(C)c1NC(=O)N(C)C[C@H]1Oc2c(NS(=O)(=O)c3cccs3)cccc2C(=O)N([C@H](C)CO)C[C@H]1C,5,-0.5,-5,-0.1,-14,-64,-3,5
Cc1cc(C(=O)NNC(=O)CN2C(=O)NC3(CCCCC3)C2=O)c(C)o1,19,-0.1,0,.,-2,-6,-4,-8
CC(OC(=O)CC1CC2CCC1C2)C(=O)Nc1ccc(N2CCOCC2)cc1 (stereo not given),-1,0.6,-14,0.7,5,-5,0,-3
COC(=O)c1ccccc1C(=O)c1ccc2c(c1)NC(=O)CO2,4,0.0,1,0.3,-4,-9,-4,-5
CCN(CC)CCOc1ccc(-c2c(C)c3c(ccc4ccccc43)oc2=O)cc1,-3,0.0,9,0.0,-2,1,4,-11
Cc1ccc(S(=O)(=O)N(Cc2cc3ccc(C)cc3[nH]c2=O)c2ccccc2)cc1,-5,0.1,-30,.,-3,-19,-5,41
CSc1ccccc1OCc1cc(C(=O)N2CCc3sccc3C2)no1,-4,0.0,-40,.,-4,-10,-4,10
CCC1=NN(C(=O)C(=O)Nc2ccc(OC)cc2)C(O)(C(F)(F)F)C1 (stereo not given),.,.,2,.,6,0,5,-4
CC(C)CC(=O)Nc1ccc(C(=O)CN2CCN(c3ccc(O)cc3)CC2)cc1,-12,.,-3,.,0,4,0,2
CCC(C)(C)NC(=O)C(c1ccccc1Cl)N(Cc1cccnc1)C(=O)CCC(=O)Nc1cc(C)on1 (stereo not given),-10,0.0,1,-0.3,7,-11,-11,5

# Two records drawn at random from those above:
SMILES,FN deposition inh,XiGFP reactiv,EWS-Fli inh,E-selectin induc,S100A4 inh HTS,RAD52 anneal inh,RAD54 branch,esBAF inh
CCCN(CCC)C(=O)C1CCC(CNS(=O)(=O)c2cccc3nsnc23)CC1 (stereo not given),-2,0.1,.,.,-6,-2,-7,2
Cc1cc(N2CCN(C)CC2)nc2ccc(NC(=S)NCc3cccs3)cc12,5,-0.1,7,.,5,63*,38,.

# Later entries:
SMILES,FN deposition inh,XiGFP reactiv,EWS-Fli inh,E-selectin induc,S100A4 inh HTS,RAD52 anneal inh,RAD54 branch,esBAF inh
Cc1n[nH]c(=O)c2c(NC(=O)CSc3nn(-c4ccccc4)c(=S)s3)oc(C)c12,1,0.0,4,-2.3,-1,-20,.,-5
CC(=O)CCc1ccc(OCC(O)CNCCOc2ccc(C)cc2)cc1 (stereo not given),-8,0.3,6,-13,-1,-14,-3,-9
CC1CN(/C(=N\S(=O)(=O)c2ccccc2)c2ccccc2)CC(C)O1 (stereo not given),8,0.2,0,0.0,-7,0,.,4
COc1ccccc1CNC(=O)C1CCCC1,0,0.0,-7,0.5,-1,-7,5,-1
CCOC(=O)C1=C(CC)Nc2ccccc2N=C1NC(=O)c1ccc(S(=O)(=O)N2CCOCC2)cc1,3,0.2,5,.,-2,-11,.,.
NC(=O)C1CCN(C(=O)c2cc(Cl)c3c(c2)OCCO3)CC1,-2,0.0,1,-0.1,-6,-20,-1,1
COc1ccccc1OCCNC(=O)CN1C(=O)NC2(CCCC2)C1=O,-6,0.1,-4,-0.1,-14,-1,-8,1
Cc1cc(C)nc(/N=C(\N)Nc2ccc(SC(F)F)cc2)n1,3,.,8,-0.1,-5,40,1,-74
CS(=O)(=O)c1cnc2c(S(=O)(=O)c3ccccc3)cnn2c1N,.,0.2,1,.,-3,-13,10,-2
CS(=O)(=O)Nc1ccc2c(c1)[C@@H]1C[C@@H](CC(=O)NCc3ccccc3)O[C@@H](CO)[C@@H]1O2,0,0.3,-5,0.1,1,-11,0,3
Cc1nc(SCC(=O)NCc2ccc(F)cc2)c2c(=O)n(C)c(=O)n(C)c2n1,0,0.0,6,0.4,-5,-12,-3,-5
CNC[C@H]1Oc2c(NC(=O)c3cc(C)nn3C)cccc2C(=O)N([C@@H](C)CO)C[C@@H]1C,.,-0.1,-5,.,-5,-11,1,-2
CC1(C(=O)O)CCC(C(=O)Nc2ccc(OC(F)(F)Cl)cc2)C1(C)C (stereo not given),5,0.5,-8,0.3,12,-4,-7,10
CC(C)(C)NC(=O)NC(=O)CSc1ccc(S(=O)(=O)N2CCOCC2)cn1,6,0.0,-4,-0.2,4,-28,6,-3
C[C@H](CO)N1C[C@H](C)[C@@H](CN(C)S(=O)(=O)c2ccccc2)Oc2cc(-c3cccc(F)c3)ccc2S1(=O)=O,.,-0.1,14,-0.1,9,-2,2,0
CCCCn1c(N)c(N(CCOC)C(=O)c2ccc(Br)o2)c(=O)[nH]c1=O,6,-0.1,-6,.,-13,-5,.,.
O=C(NCCc1ccc(F)cc1)c1cc2ccccc2oc1=O,.,0.2,.,0.0,-2,-10,5,.
CCOC(=O)C1=C(COC(=O)/C=C/c2ccc([N+](=O)[O-])cc2)NC(=O)NC1C (stereo not given),8,0.8,7,-0.8,-9,-9,-4,-10
C[C@H](CO)N1C[C@H](C)[C@H](CN(C)S(C)(=O)=O)Oc2cc(C3=CCCCC3)ccc2S1(=O)=O,1,-1.0,-8,0.0,2,10,-1,-9
Nc1nc(OCC2CCCCC2)c2[nH]cnc2n1,9,-0.1,5,0.1,5,-2,3,7
COCCNC(=O)c1ccc(C)c(S(=O)(=O)Nc2ccc(C)cc2)c1,.,.,8,.,0,-5,-1,-3
O=C(N/N=C/c1ccoc1)c1ccc(Br)cc1,.,0.5,.,0.5,1,-3,4,27
COc1cccc(C2=CC(=O)CC(C)(C)C2)n1,2,0.3,-14,0.0,-2,-17,-10,5
O=C(Oc1ccc([N+](=O)[O-])cc1)c1ccc2ccccc2n1,.,.,1,.,0,-3,5,1
Nc1ccccc1C#Cc1ccc([N+](=O)[O-])cc1,-1,-0.1,-25,.,-4,-12,.,.

# A draw from above in order of molecular weight, rising:
SMILES,FN deposition inh,XiGFP reactiv,EWS-Fli inh,E-selectin induc,S100A4 inh HTS,RAD52 anneal inh,RAD54 branch,esBAF inh
O=C(N/N=C/c1ccoc1)c1ccc(Br)cc1,.,0.5,.,0.5,1,-3,4,27
NC(=O)C1CCN(C(=O)c2cc(Cl)c3c(c2)OCCO3)CC1,-2,0.0,1,-0.1,-6,-20,-1,1
CS(=O)(=O)c1cnc2c(S(=O)(=O)c3ccccc3)cnn2c1N,.,0.2,1,.,-3,-13,10,-2

# The listing continues.
SMILES,FN deposition inh,XiGFP reactiv,EWS-Fli inh,E-selectin induc,S100A4 inh HTS,RAD52 anneal inh,RAD54 branch,esBAF inh
Cc1ccc(-c2nc(-c3ccncc3)no2)c(C)c1,-2,0.4,-56,0.0,0,-12,-6,31
COc1ccc(C#Cc2ccc3c(c2)[C@]2(C(=O)N3)[C@H](c3ccc(OCCO)cc3)N3[C@H](c4ccccc4)[C@H](c4ccccc4)OC(=O)[C@H]3[C@@H]2C(=O)N2CCc3cc(OC)c(OC)cc3C2)cc1,.,.,-1,.,-49,-41,-1,.
COc1ccc(-c2[nH]ncc2CN2CCN(c3ccc(F)cc3)CC2)cc1,-9,0.1,4,0.9,5,-8,-10,3
N#C[C@@H]1[C@@H](c2ccc(-c3ccncc3)cc2)[C@@H](CO)N1C(=O)C1CCC1,-5,0.2,-4,0.8,-3,1,-10,1
Cn1cnc2cc(NC(=O)COc3ccccc3)ccc21,-1,0.0,-113,-0.1,0,-18,.,43*
COc1cccc(-c2sc3ccc(OC)cc3c2C#CCCO)c1,-12,-0.1,2,0.4,16,-75,0,7
COc1ccc(NC(=O)C2CCCN(C(=O)Nc3ccc(F)cc3)C2)cc1 (stereo not given),2,0.0,-4,0.2,9,-11,5,.
Cc1ccc(S(=O)(=O)N2CCN(C(=O)C(C)Cn3cncn3)CC2)cc1C (stereo not given),2,0.1,-3,.,-10,-1,-15,-4
Cc1cc2c(NCc3ccccc3)ncnc2s1,7,0.1,12,.,-2,-11,6,-11
COc1cccc(C(=O)N2c3cc(C)ccc3OCC2C(C)(C)C)c1 (stereo not given),-4,0.2,15,-0.1,-12,-8,0,4
CC1CN(S(=O)(=O)c2cccc(C(=O)N(C)C3CCN(C)CC3)c2)CC(C)O1 (stereo not given),-4,-0.1,-16,0.1,-1,0,3,-2
CC(=O)c1ccc(N2Cc3ccccc3C2=NC(=O)c2cccs2)cc1,-4,0.0,.,-0.4,.,.,-8,7
COc1cccc(OCC(=O)O)c1,.,-0.1,-5,.,0,-12,-11,1
C[C@H](O)C#Cc1ccc2c(c1)O[C@H](CN(C)C(=O)Cc1ccccn1)[C@@H](C)CN([C@H](C)CO)S2(=O)=O,.,0.0,-7,0.2,4,-7,6,-1
O/N=C/c1ccc(-c2ccccc2OC(F)(F)F)o1,7,0.0,2,.,4,-8,.,.
